DTT redox prof: compounds producing H2O2 with reducing agent – biochemical, NIH compound library profiling, artefact control for MLSCN library redox annotation, primary screen. DTT-dependent redox cycling H2O2, phenol red/HRP absorbance; 100% = 100 µM peroxide control, 0% = buffer. activation, % at 10 µM. hit rate 0.03% among 200,000. AID 878, 2007;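 active = activation of at least 50% relative to the plate's high and low controls in the primary single-dose screen; inactive = activation below 50%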;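 note: compound incubated with DTT at 0.8 mM final as the reducing agent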
bIAP inhibitor: bovine intestinal alkaline phosphatase inhibitors, primary screen, selectivity assay for TNAP inhibitor project, biochemical, bovine IAP, CDP-star luminescence; alkaline phosphatase, intestinal [Bos taurus]; purified bovine IAP, 30 min; inhibition, % at 20 µM; 190,000 tested, under 10 active; AID 1019, 2008;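 active = over 50% inhibition of intestinal alkaline phosphatase at 20 µM in the single-dose screen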
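System: Purified bovine intestinal alkaline phosphatase (IAP) enzyme | Input: IAP diluted 1/65,000,000 in the well | Also added: CDP-star chemiluminescent phosphatase substrate, 30 µM final | Dosing: 20 µM single dose | Times: Enzyme reaction for 30 min at room temperature | Detection: Luminescence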
RAM inhibit: inhibitors of the yeast RAM network, primary screen, dse1pr::URA3 reporter, 5-FOA selection. S. cerevisiae dse1pr::URA3 reporter, 5-FOA growth OD615, 2 d; analog-sensitive cbk1-as2 kinase mutant strain. inhibition, % at 50 µM. hit rate 1.8% among 190,000. AID 868, 2007;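 active = inhibition above a set limit, 3 SD over mean compound inhibition, cut at about 8.4% in these data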;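 note: 0% = DMSO-only wells with no growth and 100% = 10 µM 1-NA-PP1 full growth; inhibition rescues growth on 5-FOA so higher OD means more RAM inhibition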
PPARg SRC-3 ag: PPARgamma agonists recruiting SRC-3 coactivator, primary screen, biochemical; hit rate 0.26% among 200,000; Peroxisome proliferator-activated receptor gamma (Homo sapiens), P37231; AID 731, 2007; activation, % at 8 µM; biochemical PPARgamma/SRC-3 coactivator recruitment assay; in the data active = activation above about 23%;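 note: 0% = DMSO and 100% = reference agonist; some compounds past the cut are filed as inactive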
Target sequence (P37231 whole entry, looked up): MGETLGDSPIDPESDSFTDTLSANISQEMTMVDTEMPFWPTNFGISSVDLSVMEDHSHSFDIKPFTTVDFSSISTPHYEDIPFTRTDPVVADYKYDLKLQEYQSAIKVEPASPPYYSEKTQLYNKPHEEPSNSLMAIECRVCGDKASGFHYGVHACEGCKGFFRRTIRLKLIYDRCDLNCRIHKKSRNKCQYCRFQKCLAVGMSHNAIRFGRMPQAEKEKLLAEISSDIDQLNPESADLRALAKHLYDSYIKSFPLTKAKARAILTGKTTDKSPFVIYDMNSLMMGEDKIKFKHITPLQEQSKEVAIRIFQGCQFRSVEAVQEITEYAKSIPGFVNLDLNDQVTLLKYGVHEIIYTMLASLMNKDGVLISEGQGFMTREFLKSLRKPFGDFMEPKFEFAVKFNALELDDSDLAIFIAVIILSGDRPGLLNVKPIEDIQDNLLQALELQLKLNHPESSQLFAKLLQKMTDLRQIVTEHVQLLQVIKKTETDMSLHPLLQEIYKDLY
TR-FRET SRC-2 ct: TR-FRET signal artefacts, primary screen, artefact control for PPARgamma SRC-2 agonist project, biochemical; TR-FRET artefact counter-screen; active compounds read high; TR-FRET ratio at 8 µM; hit rate 0.4% among 200,000; AID 1049, 2008; in the data active = TR-FRET ratio above about 2000; note: inactives centre near 1500
Lmaj promast: Leishmania major promastigote growth inhibition, primary screen | hit rate 9% among 200,000 | AID 1063, 2008 | inhibition, % at 10 µM | Leishmania major promastigotes, resazurin fluorescence viability; in the data active = inhibition above about 50%;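 note: promastigotes grown with compound for 44 hours at 28 °C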
PPARg SRC2 recr: agonists of PPARg-SRC-2 recruitment, primary screen, biochemical, HTS; activation, % at 8 µM; Peroxisome proliferator-activated receptor gamma (Homo sapiens), P37231; PPARgamma LBD-SRC-2 recruitment; hit rate 0.34% among 200,000; in the data active = activation above about 22%;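 note: 0% = vehicle and 100% = reference agonist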
PPARg SRC-1 ag: PPARgamma agonists recruiting SRC-1 coactivator, primary screen, biochemical | activation, % at 8 µM | PPARgamma-SRC-1 coactivator recruitment biochemical assay | hit rate 0.41% among 200,000 | AID 631, 2007; in the data active = activation above about 19%;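 note: 0% = DMSO and 100% = reference agonist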
S1P3 antagonist: S1P3 receptor antagonists, primary screen, cell-based. CHO S1P3 NFAT-BLA reporter, FRET fluorescence, antagonist mode. AID 485, 2006. inhibition, % at 4.98 µM. hit rate 0.27% among 170,000;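 active = inhibition above the plate cutoff, the mean inhibition of test wells on that plate plus 3 SD, cut at about 28% in these data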;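 note: cells challenged with S1P at its EC80 of 0.8 µM; blue over green emission ratio from cleaved BLA substrate after 4 h stimulation; 0% = S1P-stimulated wells and 100% = unstimulated DMSO-only wells; some compounds past the cut are filed as inactive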
ROMK mod: ROMK potassium channel modulators, primary screen, cell-based, thallium flux, MLSMR library. ATP-sensitive inward rectifier potassium channel 1 (Homo sapiens), P48048. hit rate 2% among 130,000. B-score at 10 µM. AID 1918, 2009. Tet-inducible ROMK, thallium flux fluorescence; actives lie on both sides;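 active = signal ratio slope over the read window, or its plate-corrected B-score, at least 3 SD from the plate mean, either direction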;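 note: B-score of the F/F0 ratio slope over 7 to 12 s after thallium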
Target sequence (P48048 whole entry, looked up): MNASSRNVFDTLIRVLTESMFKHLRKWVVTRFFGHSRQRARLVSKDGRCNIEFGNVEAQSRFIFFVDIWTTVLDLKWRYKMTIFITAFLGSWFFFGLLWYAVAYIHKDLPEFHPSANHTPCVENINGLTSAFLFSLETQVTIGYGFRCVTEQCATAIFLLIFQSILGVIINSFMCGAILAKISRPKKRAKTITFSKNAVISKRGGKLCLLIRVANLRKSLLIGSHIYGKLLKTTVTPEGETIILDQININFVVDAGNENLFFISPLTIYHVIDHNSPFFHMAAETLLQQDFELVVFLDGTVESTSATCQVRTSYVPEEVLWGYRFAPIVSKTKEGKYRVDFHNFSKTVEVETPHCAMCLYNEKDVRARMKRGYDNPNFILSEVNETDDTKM
Efa HMGR inh: inhibitors of E. faecalis class II HMGR, primary screen, biochemical, Enterococcus faecalis | HMG-CoA reductase (Enterococcus faecalis, mvaE) | purified E. faecalis HMGR, NADPH absorbance 340 nm kinetic | inhibition, % at 10 µM | hit rate 0.41% among 190,000;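 active = inhibition above a set limit, the median over all tested compounds plus 3 SD, cut at about 9.5% in these data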;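 note: enzyme runs in reverse so mevalonate oxidation gives rising NADPH absorbance; 0% = complete reaction with DMSO and 100% = background rate lacking mevalonate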
Numbers without * were called inactive; . = not tested or not shown.

SMILES	DTT redox prof	bIAP inhibitor	RAM inhibit	PPARg SRC-3 ag	TR-FRET SRC-2 ct	Lmaj promast	PPARg SRC2 recr	PPARg SRC-1 ag	S1P3 antagonist	ROMK mod	Efa HMGR inh
CN(C)CCCN(Cc1cc2cc3c(cc2[nH]c1=O)OCO3)C(=S)Nc1cccc(Cl)c1	-0.8	-23	1.0	4	1532	93*	0	-6	-1	-1.4	-2
CC(Oc1ccc(Cl)cc1Cl)C(=O)NCCCN1CCOCC1 (stereo not drawn)	-0.7	-5	0.1	0	1624	90*	0	6	99*	.	3
CC(=O)c1ccc(N2CCN(C(=S)Nc3ccc(Oc4ccccc4)cc3)CC2)cc1	0.2	9	3.3	4	1762	7	3	11	-1	-2.7	5
O=C(C(c1ccccc1)c1ccccc1)N1CCC(c2nc(-c3ccccc3Cl)no2)CC1	1.1	.	7.9	4	1448	-7	3	-3	.	-1.2	-2
O=C(COC(=O)C1(c2ccccc2F)CCCC1)NC1CCS(=O)(=O)C1 (stereo not drawn)	0.9	11	0.5	-3	1603	-3	4	11	.	.	1
O=C(c1ccccc1)c1cccn1CC(=O)N1CCc2ccccc2C1	0.8	-14	-0.5	3	1370	12	-7	-5	-4	0.49	-1
Cc1nnc(SCc2c(Cl)cccc2[N+](=O)[O-])s1	0.0	1	0.9	0	1521	80*	-9	-5	-5	-0.5	-4
CN(C)C=NC1=NN(c2cccc(C(F)(F)F)c2)CC1	0.9	15	-0.6	10	1637	6	7	12	.	.	2
COc1ccc(NS(=O)(=O)c2ccc(S(=O)(=O)N3CCOCC3)cc2)cc1	3.3	-13	0.7	0	1668	-4	-3	8	9	-1.3	4
COc1ccc(/C=N/NC(=O)CC(=O)NC2CCCCC2)cc1	-0.5	-14	0.0	1	1476	4	-5	4	-4	.	-8
CCCCCSc1nnc2c(n1)OC(C)N(C(C)=O)c1ccccc1-2 (stereo not drawn)	-0.6	-8	-0.5	5	1644	-6	11	1	-30	.	2
CC(NC(=O)Nc1ccccn1)N1C(=O)C2C3C=CC(C3)C2C1=O (stereo not drawn)	4.8	5	0.3	-12	1330	-1	-6	0	8	.	2
CCCOC(=O)c1ccc(Oc2cn[nH]c2-c2ccc(OC)cc2O)cc1	-0.2	-62	5.1	17	1420	85*	2	19	10	0.49	-3
CCn1cnc2c1c(=O)n(CC(=O)Nc1ccc3c(c1)OC(F)(F)O3)c(=O)n2Cc1ccccc1	0.2	-3	3.2	0	1536	9	-4	-4	.	-2.3	-3
Cc1nc(C)n(CC(O)COc2ccc3ccccc3c2)n1 (stereo not drawn)	0.4	8	1.6	6	1551	-5	0	-1	-1	0.91	-1
CC(C)Oc1ccc(/C=N/NC(N)=S)cc1	-0.2	6	0.4	2	1679	26	1	-5	-4	-0.22	2
Cc1ccc(NC(=O)CCC(=O)NNC(=S)Nc2ccccc2)c(C)c1	0.2	-54	0.9	1	1681	-10	6	1	-1	.	0
Cc1ccc(CN2CCN(/N=C/c3cccnc3)CC2)c(C)c1	-0.2	2	-0.7	6	1510	13	5	-1	2	-0.16	3
CCOc1ccc(-c2nnn(CC(=O)Nc3cccc(OC)c3)n2)cc1OCC	0.2	10	1.8	7	1585	8	-6	4	1	.	-4
CCn1c(CNC(=O)C23CC4CC(CC(C4)C2)C3)nnc1SCC(=O)Nc1nnc(C)s1	-1.9	7	2.5	7	1594	-9	-7	-1	-41	.	2
O=C(Nc1cc(C(F)(F)F)ccc1N1CCCC1)c1cccnc1	-0.3	11	1.4	8	1388	8	-2	3	20	-0.14	-1
COc1nc(Cc2ccc(Cl)cc2)nc2ccccc12	-1.2	-7	0.4	1	1668	25	4	5	-4	-0.94	-5
CC(C)CCNC(=O)C(c1ccco1)N(C(=O)Cn1nnc2ccccc21)c1ccc2c(c1)OCO2 (stereo not drawn)	0.0	0	6.2	0	1671	13	2	12	-18	.	-1
S=C(Nc1ccc(Cl)cc1)N1CCCC1	0.1	-12	-0.7	2	1461	9	-9	-7	-10	0.22	2
NC(=O)CSc1nc(-c2ccccc2)c(-c2ccccc2)o1	0.3	9	11*	2	1776	42	-1	2	.	-0.41	5
CCCNC(=S)N1CCC(NC(=O)Nc2ccc(C)cc2)CC1	-0.6	2	3.1	5	1307	-11	9	-6	1	-0.046	-5
Cn1c(NC(=O)c2ccccc2F)cc(=O)n(C)c1=O	-0.6	8	0.8	-5	1524	-7	-3	-6	-18	.	-3
CCOC(=O)C(Cc1ccccc1)C(=O)Nc1nccs1 (stereo not drawn)	-0.2	2	1.8	3	1624	-6	12	8	12	-0.64	0
CCCN(c1ccc(C(C)C)cc1)S(=O)(=O)c1c(C)[nH]c(=O)[nH]c1=O	2.9	-4	2.8	-2	1617	-8	7	0	7	.	-10
O=C(Nn1cc(C(=O)N2CCN(c3ccccc3F)CC2)c2ccccc2c1=O)c1cnccn1	-0.5	-12	2.2	-4	1537	26	-1	-1	.	-0.51	-3
COC(=O)C1=C(C)N(C(C)C)C(=O)C1(NC(=O)C1CCCCC1)C(F)(F)F (stereo not drawn)	0.0	0	0.8	-2	1514	-4	1	5	.	0.075	-2
COC(=O)/C(=N\Nc1ccc(Cl)cc1)Sc1nnc(-c2ccc(OC)cc2)n1C	0.0	.	2.1	-1	1405	4	-1	-5	-6	.	3
CNC(=O)C1CC(=O)N(c2ccc(F)c(Cl)c2)C1 (stereo not drawn)	-0.1	-8	0.8	-9	1576	-1	5	-4	-9	-0.2	-4
COc1ccc2cc(-c3nc4ccccc4n3C)c(=O)oc2c1	0.0	2	0.4	17	1711	-4	4	7	.	-0.075	-2
COc1ccc(N(Cc2ccccc2)S(=O)(=O)c2ccc(C)cc2)cc1	0.2	2	4.7	5	1511	-2	3	10	-13	0.13	-3
CC(=O)N1CCc2cc(C(=O)CN3CCCCC3)ccc21	-0.8	-2	0.7	4	1622	3	-2	-1	-29	.	-1
O=C(c1ccccc1)N1CCN=C1SCc1ccc([N+](=O)[O-])cc1	1.2	5	0.0	-4	1604	4	6	7	-4	.	4
COc1ccc(CCN2C(=O)NC(NS(=O)(=O)c3ccc(Cl)cc3)(C(F)(F)F)C2=O)cc1OC (stereo not drawn)	6.7	-2	0.7	5	1411	-9	2	6	3	0.069	-3
CCC(C)NC(=O)CCSc1ccc(C)cc1 (stereo not drawn)	-0.6	26	0.0	3	1422	-2	0	2	-8	-0.15	-4
O=C(O)c1ccc(NC(=O)C2CC=CCC2C(=O)O)cc1 (stereo not drawn)	-13	4	1.9	-2	1529	-6	3	8	24	.	-2
CC(=O)Nc1cc(C(=O)N2CCCC2)ccc1S(=O)(=O)c1ccc(C)cc1	-3.2	5	0.7	0	1727	-4	6	-3	-6	0.54	2
O=C(COC(=O)c1ccccc1O)NCCCc1ccccc1	0.7	8	1.0	-2	1455	-2	-4	-5	-4	-1.3	-3
C=C(C)Cn1c(N2CCCC2)nc2c1c(=O)[nH]c(=O)n2C	-1.0	8	-1.8	2	1542	-8	2	8	-9	.	-3
CCOC(=O)c1sc(NC(=S)NC(=O)C23CC4CC(CC(C4)C2)C3)cc1C	0.8	14	1.9	5	1763	-1	4	1	-9	.	5
C=C(C)C1CC=C(C)/C(=N/NC(=O)c2ccc(NC(=O)CCC)cc2)C1 (stereo not drawn)	1.0	-1	3.4	-6	1444	100*	-5	-4	.	1.2	1
O=C(Nc1ccc(Cl)c(Cl)c1)OCCNC(=O)c1ccncc1	0.3	-6	3.8	0	1518	40	6	-9	-2	-0.14	-10
COC(=O)c1ccccc1NC(=O)c1cccc(COc2ccccc2Cl)c1	0.1	36	12*	-9	1497	-2	8	2	.	0.5	-10
N#C/C(=C\c1ccc(N2CCOCC2)c([N+](=O)[O-])c1)c1nc2ccccc2[nH]1	0.2	6	2.5	0	1476	36	-1	-5	3	.	-1
Cc1cccn2c(=O)c3cc(C#N)c(=NC(=O)c4ccncc4)n(CCCOC(C)C)c3nc12	0.2	-8	-0.3	-5	1455	61*	-6	-8	-12	-4.3*	-4
Cc1nc2ccc(NS(=O)(=O)c3ccc4c(c3)OCCO4)cc2s1	0.1	7	1.2	-4	1590	0	12	-2	.	-1.1	0
CCOc1ccc(CC(=O)OCc2cc(=O)n3cc(Br)ccc3n2)cc1	-0.8	2	-0.9	3	1404	7	3	2	-2	-0.55	-6
COCCNC(=O)Cn1cc(C(=S)N2CCCCC2)c2ccccc21	0.1	-23	-0.4	5	1515	4	-4	-7	-9	0.51	1
COc1cc2c3c(c1)-c1c(sn(-c4cc(OC)ccc4OC)c1=S)C(C)(C)N3C(=O)C2=O	2.4	4	4.7	1	1446	-5	-7	4	.	.	-3
CCOc1ccc(C(C)=O)cc1N1C(=O)C2C3C=CC(O3)C2C1=O (stereo not drawn)	-0.8	6	0.4	3	1683	-1	2	4	5	.	-6
O=C(NS(=O)(=O)c1ccc(NC(=O)C2CCCO2)cc1)c1ccccc1 (stereo not drawn)	0.8	10	1.1	7	1532	0	8	3	6	.	-1
O=[N+]([O-])c1cc(C(F)(F)F)cc([N+](=O)[O-])c1N1CCN(S(=O)(=O)c2ccccc2)CC1	0.3	14	1.2	2	1515	51*	1	2	-1	0.53	-5
CC(C)C(=O)NCCc1c[nH]c2ccccc12	0.2	24	0.1	-2	1302	44	-8	-3	4	-0.42	-6
O=C1/C(=C\c2ccc([N+](=O)[O-])cc2)CCc2ccccc21	1.1	-5	3.6	6	1587	4	7	17	0	0.66	-3
CC(=O)c1c(C)[nH]c(C(=O)CSc2nnc(C3CCCCC3)n2N)c1C	0.3	2	0.3	7	1618	0	6	13	7	.	0
COC1=C(OC)c2ccccc2C(C(=O)O)N/C1=C(/C)Nc1ccncc1 (stereo not drawn)	-1.1	3	0.3	-3	1512	-2	1	6	.	.	1

Looked up one by one from the entries so far (two):
SMILES	DTT redox prof	bIAP inhibitor	RAM inhibit	PPARg SRC-3 ag	TR-FRET SRC-2 ct	Lmaj promast	PPARg SRC2 recr	PPARg SRC-1 ag	S1P3 antagonist	ROMK mod	Efa HMGR inh
O=C(NS(=O)(=O)c1ccc(NC(=O)C2CCCO2)cc1)c1ccccc1 (stereo not drawn)	0.8	10	1.1	7	1532	0	8	3	6	.	-1
Cc1cccn2c(=O)c3cc(C#N)c(=NC(=O)c4ccncc4)n(CCCOC(C)C)c3nc12	0.2	-8	-0.3	-5	1455	61*	-6	-8	-12	-4.3*	-4
